# Compound activity (PubChem)
# N-glyco inh – blocks N-linked glycosylation in D54 reporter cells; reporter increase, % at 12.5 µM; D54 ERlucT glycosylation luciferase reporter, 24 h; percent of 100 nM tunicamycin response; 0.23% of 360,000 active;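 active = mean luciferase reporter signal, scaled so untreated is 0 and the glycosylation-blocking control 100, at or above a set limit in every replicate; inconclusive = mean reaches the limit but not every replicate does; inactive = mean below the limit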;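 note: luciferase carries N-glycosylation sites so blocking glycosylation raises the light; 0% = median of neutral control wells and 100% = median of 100 nM tunicamycin wells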
# NOD2 RIPK2 PPI – NOD2-RIPK2 protein interaction inhibition; 0.38% of 360,000 active; inhibition, % at 4.98 µM; O43353; CHO BLA complementation NOD2-RIPK2, CCF4 ratio; AID 624267; in the data active = inhibition above about 21%;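 note: 0% = vehicle only and 100% = reference blocker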
# Granule exo inh – lytic granule exocytosis inhibition. 0.66% of 360,000 active. AID 651702. TALL-104 LAMP-1 surface exposure, flow cytometry; cells stimulated with thapsigargin and PMA. inhibition, % at 10 µM;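 active = inhibition above about 55%, limit read from the data; inconclusive = no clear call, values can overlap the other calls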
# Vif inh – inhibitors of HIV Vif. HEK293T cells, Vif self-association by quenched fluorescence, imaging, 24 h. inhibition, % at 7.49 µM. 0.35% of 340,000 active; in the data active = inhibition above about 50%, passing the limit was not always enough; inconclusive = no clear call, values can overlap the other calls; inactive = below about 31%; note: some results filed as inactive read as strong as hits
# MC4R antagonist – blocks human MC4R cAMP signaling | MC4R-expressing cells, MTII-stimulated cAMP, LANCE TR-FRET | inhibition, % at 6.5 µM | 0.48% of 360,000 active | AID 540295;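 active = inhibition above its plate's cutoff, the mean of tested wells on that plate plus 3 SD, cut at about 29% in these data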;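 note: 0% = Melanotan II alone and 100% = Melanotan II plus saturating MCL0020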
#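 Assay system: U2OS-MC4R stable cell line; Also added: Melanotan II; Technique: Eu-cAMP/anti-cAMP TR-FRET, emission 671 nm; Times: 30-min compound, 1-h challenge, 1-h detection, room temperature.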
# aDG glyco act – increases alpha dystroglycan glycosylation | Pro5-aDG cells, alpha-DG glycosylation AlphaScreen (IIH6); 0% Pro5, 100% B10-LARGE cell signal | activation, % at 10 µM | 0.22% of 360,000 active | AID 624168;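 active = activation of at least 8% versus controls, or a plate z-score of at least 8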;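 note: Pro5 are CHO cells carrying HIG-tagged alpha-DG that lacks glycosylation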
# MC4R ag barr – human MC4R agonism via beta-arrestin. U2OS MC4R beta-arrestin complementation, luminescence; percent of melanotan II response, DMSO zero. 0.98% of 360,000 active. activation, % at 8.9 µM. AID 540308;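 active = activation above a per-plate cutoff, the mean activation of sample wells on that plate plus 3 SD, cut at about 8% in these data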
# ABHD5-PLIN5 inh – blocks binding of human ABHD5 to perilipin-5; 0.78% of 360,000 active; AID 602281; inhibition, % at 4 µM; Split G. princeps luciferase complementation, luminescence, 4 h;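 active = inhibition above the mean inhibition across every tested compound plus 3 SD, cut at about 22% in these data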;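 note: 0% = DMSO only wells and the 100% control is not disclosed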
# TLR9-MyD88 inh – TLR9-MyD88 interaction inhibition | Q9NR96+Q99836 | CHO BLA complementation TLR9-MyD88, CCF4 FRET ratio | inhibition, % at 4.98 µM | 0.21% of 340,000 active;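 active = inhibition above the mean over all tested compounds plus 3 SD, cut at about 21% in these data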;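 note: 0% = DMSO only wells and 100% = clavulanate BLA inhibitor control wells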
# ABCB6 inh 2 – blocks the human ABCB6 transporter; 0.19% of 360,000 active; K562-ABCB6 porphyrin accumulation, flow cytometry, 1 h; stronger effect = lower value; AID 602162; fluorescence ratio to DMSO, % at 10 µM;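 active = fluorescence ratio to DMSO below 75%, the collection mean minus 3 SD; inconclusive = too few cells collected in the well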;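 note: signal is porphyrin accumulated inside mitochondria; 100% equals median channel fluorescence of DMSO control wells; lower ratio means ABCB6 inhibition with less porphyrin fluorescence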
# Target sequence (Q9NP58 whole entry, looked up): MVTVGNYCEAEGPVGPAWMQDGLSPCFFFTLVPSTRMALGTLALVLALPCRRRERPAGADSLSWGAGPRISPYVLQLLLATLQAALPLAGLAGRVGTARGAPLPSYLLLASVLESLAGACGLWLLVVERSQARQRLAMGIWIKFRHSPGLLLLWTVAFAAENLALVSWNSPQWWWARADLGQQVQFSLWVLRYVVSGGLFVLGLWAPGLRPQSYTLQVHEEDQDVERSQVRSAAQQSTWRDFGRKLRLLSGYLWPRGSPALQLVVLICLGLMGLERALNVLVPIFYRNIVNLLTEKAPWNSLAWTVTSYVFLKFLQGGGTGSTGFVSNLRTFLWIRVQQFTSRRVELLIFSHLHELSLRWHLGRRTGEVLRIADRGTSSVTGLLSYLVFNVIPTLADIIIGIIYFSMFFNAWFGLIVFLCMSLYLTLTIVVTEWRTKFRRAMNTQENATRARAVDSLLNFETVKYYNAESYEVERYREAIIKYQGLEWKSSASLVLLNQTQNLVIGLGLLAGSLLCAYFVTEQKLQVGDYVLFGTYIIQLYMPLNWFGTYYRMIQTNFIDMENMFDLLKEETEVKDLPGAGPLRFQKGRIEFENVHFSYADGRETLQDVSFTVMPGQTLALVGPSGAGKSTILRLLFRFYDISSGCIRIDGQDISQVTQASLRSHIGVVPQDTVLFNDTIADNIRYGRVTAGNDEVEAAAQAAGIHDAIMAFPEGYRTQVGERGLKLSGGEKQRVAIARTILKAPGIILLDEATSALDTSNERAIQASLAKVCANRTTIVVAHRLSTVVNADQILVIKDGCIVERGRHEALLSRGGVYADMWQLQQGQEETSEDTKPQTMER
# Starred values were filed as active, the others as inactive; ? = inconclusive; / = not tested or not shown. The list is partial, so the mix of outcomes need not match the whole.
SMILES,N-glyco inh,NOD2 RIPK2 PPI,Granule exo inh,Vif inh,MC4R antagonist,aDG glyco act,MC4R ag barr,ABHD5-PLIN5 inh,TLR9-MyD88 inh,ABCB6 inh 2
O=C(CCCN1C(=O)C(c2ccccc2)Oc2cccnc21)NCc1ccccc1F (configuration not stated),-3,-2,-2,-5,2,0.0,-2.8,2,1,89
COc1cccc(-c2cc3c(=O)n(-c4ccccc4)c(=S)[nH]c3s2)c1,2,-10,-2,-1,24,-0.2,-2.6,-8,-1,89
Cc1cc(Cl)c(OCCOCCN2CCNCC2)c(Cl)c1,-2,2,7,3,5,0.2,-2.0,-4,-2,99
CSc1ccc(NC(=O)N2CC(C)OC(C)C2)cc1 (configuration not stated),-1,-5,-1,5,4,0.0,1.3,5,-4,98
Cc1cccc(C(=O)NC2CCN(CC(=O)Nc3ccccc3Cl)CC2)c1,3,12,12,-5,-6,-0.1,0.8,0,-3,93
CCOC(=O)N1CCN(S(=O)(=O)CCNC(=O)c2ccc(OC)cc2)CC1,-3,0,-7,2,5,-0.1,-0.4,-3,2,104
Cc1nnc(N/N=C/c2ccc(O)c([N+](=O)[O-])c2)[nH]c1=O,3,2,-2,-8,-12,-0.3,1.0,9,6,94
CCN1C[C@@H]2[C@@H]3C(=O)N(Cc4ccccc4)C(=O)[C@@H]3[C@](C)(C1=O)N2C(=O)c1ccc(F)cc1,0,8,1,-1,9,0.1,-0.5,4,6,97
Cc1nnc(NC(=O)C2CCN(C(=O)c3ccco3)CC2)s1,4,-2,3,-11,3,-0.1,-0.1,6,-1,89
Cc1ccc(-c2cc(C(=O)NN=C3CCCC3)c3ccccc3n2)cc1,1,-4,2,7,5,-0.3,-0.3,-9,-6,147
Cc1ccccc1C(=O)NNC(=O)C1CC(=O)N(c2ccc3c(c2)OCCO3)C1 (configuration not stated),-1,-8,5,-3,3,0.0,-1.8,4,-22,105
CCCN(CCC)CCCNC(=O)C1c2cc(OC)c(OC)cc2C(=O)N(C)C1c1cccnc1 (configuration not stated),2,-6,0,0,-4,-0.4,0.5,9,9,92
O=[N+]([O-])c1ccc(OCC(O)CN(C2CCCCC2)C2CCCCC2)cc1 (configuration not stated),-1,1,-3,1,-6,0.1,-0.8,3,-2,98
O=C(Nc1ccc(N2CCN(C(=O)c3cccs3)CC2)c(Cl)c1)c1ccco1,-8,3,0,-11,3,1.9,-0.1,0,-1,92
COc1cc2c(cc1OC)CN(C(=O)c1ccc(-c3ccccc3)cc1)CC2,1,6,5,0,10,0.1,2.0,8,0,143
CCCCC(=O)Nc1cccc(NC(=O)c2ccccc2Br)c1,-3,-4,-6,1,4,0.3,-2.0,-2,3,98
O=C(c1ccc(=O)oc1)N1CCN(C(c2ccccc2)c2ccccc2)CC1,0,9,-2,-6,14,0.0,-1.4,7,10,100
CN1CCN(C(=O)c2ccc(N(Cc3ccccc3Cl)S(C)(=O)=O)cc2)CC1,0,1,0,5,4,-0.1,-0.1,-2,-3,93
Fc1ccc(/C=N/Nc2ncnc3nc[nH]c23)cc1F,4,-15,-2,17,1,0.1,0.2,3,7,98
CCC1(CC)N=C(c2ccccc2)C(=S)N1,-2,-3,3,-1,1,-0.1,-1.1,-2,-1,96
CN1CCN(C(=O)/C=C/c2ccc(Cl)c(Cl)c2)CC1,0,1,-5,-7,-2,-0.2,-1.6,6,-9,100
CC1=C(C)CC(C(=O)NCc2cccc(Cl)c2)C(C(=O)O)C1 (configuration not stated),2,-9,-1,10,7,0.6,1.4,-3,-6,103
Cc1ccc2sc(N(CCCN(C)C)C(=O)c3ccc(Br)s3)nc2c1C,0,-7,14,-1,-2,0.6,22*,27*,4,98
O=C(NC1CCCC1)C1c2ccccc2OCC(=O)N1C1CC1 (configuration not stated),/,-8,2,/,/,0.1,/,2,/,99
CCc1nnc(NC(=O)C2CCN(C(=O)NC3CCCCC3)CC2)s1,1,3,-3,/,0,-0.2,-1.1,1,1,89
COc1ccc(C(C)(O)c2nc(-c3cc(F)cc(F)c3)cs2)cc1 (configuration not stated),2,2,14,-4,-3,0.2,3.0,-11,/,102
CN(N=Nc1cccc([N+](=O)[O-])c1)c1ccccc1,2,5,4,-11,-12,-0.2,-1.4,-6,4,96
O=C(N/N=C/C(Br)=C/c1ccccc1)c1cnccn1,9,3,-1,-12,-15,-0.1,-1.5,17,3,91
COC(=O)c1ccc2nc(-c3ccc(C)cc3)c(Cc3cccc(F)c3)n2c1,/,-6,0,/,/,0.6,/,-3,/,125
COc1ccc(C(=O)N[C@H](C(=O)NC2CCCCC2)C(C)C)cc1,0,-1,7,6,12,-0.1,-1.5,5,-11,99
O=C(Nc1cccnc1Cl)c1cc(-c2ccccc2O)on1,-2,0,0,?,-10,0.2,3.3,0,2,93
COc1ccc(OC)c(NC(=O)C2CCCN(S(C)(=O)=O)C2)c1 (configuration not stated),0,-2,4,0,-3,0.0,-0.9,2,-10,101
O=C1/C(=C/c2cccnc2)SC(=NCc2ccccc2)N1Cc1ccccc1,-1,2,0,0,20,-0.3,0.5,0,-6,102
CCCCN1CC(C(=O)NCc2ccc(C)cc2)CC1=O (configuration not stated),-1,-19,-3,-4,1,0.2,-2.6,-2,2,103
O=C(c1ccc(Cl)c([N+](=O)[O-])c1)N1CCCc2ccccc21,-8,-10,3,-8,25,0.1,-0.9,5,-1,101
CC(=O)Nc1ccc(S(=O)(=O)NCC(=O)OCC(=O)NCCc2ccccc2)cc1,0,1,0,-13,3,0.1,0.2,1,-2,97
COc1ccc(Nc2oc(COc3ccc(Cl)cc3)nc2C#N)cc1,-19,2,2,-15,-11,0.2,0.6,-9,8,87
Cn1ccsc1=NC(=O)c1ccc([N+](=O)[O-])o1,1,-4,0,-5,-2,2.7,-1.4,-7,4,84
CCCCc1ccc(NC(=O)CN2C(=O)C3CCCCC3C2=O)cc1 (configuration not stated),0,10,6,-12,1,0.4,2.1,-13,6,98
NS(=O)(=O)c1ccc(NC(=O)CN2C(=O)CCC2=O)cc1,1,-6,-2,-5,4,-0.1,-1.7,-1,2,103
CCN1CCN(c2nc(-c3ccc(F)cc3)cc(=O)[nH]2)CC1,-2,12,2,-3,7,-0.1,-0.6,-1,4,100
CC1CCN(C(=O)CN(c2ccc3c(c2)OCCO3)S(=O)(=O)c2ccccc2)CC1,0,-5,2,3,4,0.0,1.4,-4,-4,98
CCOc1ccc(C(=O)CCC(=O)NCC(=O)Nc2c(C)cccc2C)cc1,0,-8,10,-15,0,0.1,-1.8,-3,2,99
COc1cccc(C2Nc3cccc4cccc(c34)N2)c1,3,-13,-3,-4,-2,-0.1,-0.3,1,-1,101
CCCCCCN1C[C@H](n2cc(-c3ccc(F)cc3)nn2)[C@@H](O)C[C@@H]1c1ccc(OC)cc1,-1,1,-2,-1,3,0.0,3.8,-12,0,100
Cc1nn(C)c(Oc2ccccc2)c1CCNS(=O)(=O)c1ccccc1,-2,-7,3,-12,3,0.1,2.1,-4,4,96
CN1C2CCC1CC(NC(=O)CSCc1ccc(Cl)cc1Cl)C2 (configuration not stated),-2,1,15,17,3,-0.1,2.1,-2,0,100
CCn1cc(S(=O)(=O)N2CCN(Cc3cccc(Cl)c3)CC2)cn1,0,1,-6,2,3,0.1,-1.1,-7,0,99

# Record cards, from the list above.
# Shown for CN1C2CCC1CC(NC(=O)CSCc1ccc(Cl)cc1Cl)C2 (configuration not stated) = N-glyco inh = -2; NOD2 RIPK2 PPI = 1; Granule exo inh = 15; Vif inh = 17; MC4R antagonist = 3; aDG glyco act = -0.1; MC4R ag barr = 2.1; ABHD5-PLIN5 inh = -2; TLR9-MyD88 inh = 0; ABCB6 inh 2 = 100
# Shown for CCCCc1ccc(NC(=O)CN2C(=O)C3CCCCC3C2=O)cc1 (configuration not stated) = N-glyco inh = 0; NOD2 RIPK2 PPI = 10; Granule exo inh = 6; Vif inh = -12; MC4R antagonist = 1; aDG glyco act = 0.4; MC4R ag barr = 2.1; ABHD5-PLIN5 inh = -13; TLR9-MyD88 inh = 6; ABCB6 inh 2 = 98

# Further entries:
SMILES,N-glyco inh,NOD2 RIPK2 PPI,Granule exo inh,Vif inh,MC4R antagonist,aDG glyco act,MC4R ag barr,ABHD5-PLIN5 inh,TLR9-MyD88 inh,ABCB6 inh 2
Cc1ccc(F)cc1-c1cc(C(=O)NCc2cc(C(F)(F)F)cc(C(F)(F)F)c2)[nH]n1,-1,-9,2,20,5,-0.2,7.2,-7,/,100
CC(C)(C)NC(=O)COC(=O)c1ccc(Cl)cc1O,3,-5,-1,3,1,0.1,-1.8,-2,-5,101
Cc1ccc(S(=O)(=O)NNC(=O)c2ccc(NC(=O)C3CC3)cc2)cc1,0,-5,1,-5,-5,-0.3,-4.7,4,13,106
CCCN(CC(=O)Nc1ccccc1C)C(=O)CCCNC(=O)c1ccc(Cl)cc1,0,1,7,/,19,0.0,-3.1,-4,9,98
CN(Cc1ccco1)C(=O)c1ccc(OC2CCN(Cc3ccccn3)CC2)cc1,1,-16,-2,-3,4,-0.4,-1.5,7,3,105
COc1ccc(CN(C)C(=O)c2ccc(COc3ccccc3)cc2)c(OC)c1,0,-13,18,-5,-2,-0.1,0.0,1,5,103
CCOC(=O)C(CSCc1ccccc1)NC(=O)OC(C)(C)C (configuration not stated),1,-5,-2,0,3,-0.3,2.9,-7,4,95
O=C(CC1C(=O)NCCN1Cc1ccccc1C(F)(F)F)NCCn1cccn1 (configuration not stated),-1,0,-3,-7,3,-0.5,-0.9,-4,-7,98
CC(C)(C)N1C(=O)Cc2c1nc(N)c1c(N)nc(N3CCCCC3CO)c(C#N)c21 (configuration not stated),5,-5,19,/,0,-0.2,-1.2,11,9,85
O=C1CC(C(=O)N2CCc3ccccc32)CN1c1cccc(C(F)(F)F)c1 (configuration not stated),2,1,8,9,4,0.4,2.4,1,5,99
CCCc1nc(-c2cc3ccccc3[nH]c2=O)no1,3,-1,-5,-5,-2,-0.1,-3.0,1,-2,101
O=C(O)c1ccc(N/N=C/c2c(F)cccc2Cl)cc1,-18,-12,4,8,-6,0.0,-1.2,0,0,101
CN1OC[C@@H]2CN(C(=O)c3cccc4ccccc34)[C@H](c3ccccc3Br)C[C@@H]21,4,6,4,-1,/,-0.3,/,-5,/,104
CCC(=O)Nc1cc(=O)[nH]c2nc(-c3ccc(Cl)cc3)nn12,3,-3,-2,3,10,-0.1,-0.7,5,6,92
COc1cccc(CNC(=O)c2nnn(CC(=O)Nc3c(C)cccc3C)c2N)c1,0,-2,-1,-5,4,0.2,0.6,-6,-5,96
CCCC(=O)Nc1ccccc1NC(=O)c1cc(OC)c(OC)c(OC)c1,3,5,8,14,2,-0.1,-1.1,2,6,93
CCOC(=O)N1CCN(CCC(=O)c2ccc(Cl)cc2)CC1,0,-6,35,5,14,0.3,-2.5,1,-8,96
N#Cc1ccc(C(=O)N2CCC3CC2c2cc(-c4ccccc4)ccc23)cc1 (configuration not stated),1,8,-6,-5,9,0.0,-0.9,8,9,104
O=C(O)C1Cc2[nH]cnc2C(c2cccc([N+](=O)[O-])c2)N1 (configuration not stated),1,-4,-5,11,2,-0.1,-1.3,-3,0,94
